Rin1-Abl PPI inh = inhibitors of human Rin1-Abl protein interaction. TR-FRET Rin1/Abl binding, biochemical. inhibition, % at 7.35 µM. AID 588664. hit rate 0.4% among 360,000; in the data active = inhibition above about 5%, passing the limit was not always enough
Neddylation inh = inhibitors of human cullin neddylation. TR-FRET cullin neddylation, biochemical. AID 651699. hit rate 0.58% among 360,000. calls only at 25 µM; in the data active = inhibition above about 36%
CendR NRP1 mod = alters CendR peptide binding to human NRP-1; O14786; AID 602438; inhibition, % at 25 µM; FAM-RPARPAR peptide binding to NRP-1, fluorescence polarization; hit rate 0.85% among 360,000;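 active = inhibition or corrected inhibition above about 18%, plus a signal ratio from 0.5 to 1.5, limit read from the data, passing the limit was not always enough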; note: strong numbers were not always called active
E coli Lon inh = inhibitors of E. coli Lon protease. P0A9M0. purified E. coli Lon protease, fluorescence polarization. inhibition, % at 7.94 µM. AID 602123. hit rate 0.42% among 360,000; in the data active = inhibition above about 13%, passing the limit was not always enough;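 note: 0% = enzyme with probe and DMSO and 100% = no enzyme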
Target sequence (P0A9M0 whole entry, looked up): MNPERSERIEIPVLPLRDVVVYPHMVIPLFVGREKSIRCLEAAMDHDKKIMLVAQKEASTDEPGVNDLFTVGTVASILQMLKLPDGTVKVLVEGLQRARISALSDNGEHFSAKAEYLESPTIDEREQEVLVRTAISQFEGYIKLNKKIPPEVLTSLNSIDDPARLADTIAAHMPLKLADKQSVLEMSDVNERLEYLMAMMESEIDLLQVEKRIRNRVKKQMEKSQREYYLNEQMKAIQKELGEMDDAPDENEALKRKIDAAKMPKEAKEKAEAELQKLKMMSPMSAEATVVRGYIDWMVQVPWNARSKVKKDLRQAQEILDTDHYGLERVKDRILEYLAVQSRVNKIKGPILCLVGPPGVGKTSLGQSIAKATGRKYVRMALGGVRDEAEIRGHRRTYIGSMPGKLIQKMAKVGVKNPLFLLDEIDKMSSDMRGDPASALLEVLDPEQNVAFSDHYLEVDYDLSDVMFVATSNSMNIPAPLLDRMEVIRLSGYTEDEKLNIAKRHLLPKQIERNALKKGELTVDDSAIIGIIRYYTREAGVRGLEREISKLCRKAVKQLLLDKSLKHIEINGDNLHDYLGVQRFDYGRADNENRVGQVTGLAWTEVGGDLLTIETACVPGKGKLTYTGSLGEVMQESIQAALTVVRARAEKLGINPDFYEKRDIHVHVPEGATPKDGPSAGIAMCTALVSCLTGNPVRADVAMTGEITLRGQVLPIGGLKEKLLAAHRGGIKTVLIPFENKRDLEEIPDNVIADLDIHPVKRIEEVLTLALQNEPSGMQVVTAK
bovine MsrA act = activates bovine MsrA enzyme; hit rate 0.3% among 360,000; AID 602163; activation, % at 10.6 µM; purified bovine MsrA, absorbance read-out; in the data active = activation above about 7.5%;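 note: 0% = vehicle and 100% = reference activator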
FAS-TE inh = blocks the thioesterase domain of human fatty acid synthase. inhibition, % at 15 µM. hit rate 0.67% among 360,000. P49327. recombinant FAS-TE, OMFH fluorogenic substrate, fluorescence endpoint. AID 602261;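 active = compounds whose normalised, plate-corrected inhibition of enzyme fluorescence in the single-dose primary screen is 50% or more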;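 note: 0% = DMSO with enzyme and 100% = substrate without enzyme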
MT1-MMP act inh = inhibitors of human MT1-MMP activation | hit rate 0.061% among 360,000 | P50281 | AID 651647 | GFP/RFP ratio change, % at 20 µM | HT1080 RFP-PRO-GFP cells, GFP/RFP ratio fluorescence, overnight; percent of plate control window, DMSO zero;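 active = GFP/RFP ratio change of at least 30% with cell ATP level not reduced by more than half and red fluorescence within 50% of control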; note: strong numbers were not always called active
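Assay system: HT1080 cells carrying an RFP-PRO-GFP reporter | Dosing: Single dose of 20 µM compound, 1% DMSO final | Incubation: Cells overnight before dosing, compound overnight, 37 °C, 5% CO2 | Evaluation: GFP/RFP fluorescence ratio | Control set: DMSO and RFP-L50D-GFP cell wells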
SKN-1 block = inhibitors of C. elegans SKN-1; C. elegans VP596 Pgst-4::GFP/RFP ratio, acrylamide-induced, 24 h; inhibition, % at 21.8 µM; hit rate 0.49% among 360,000;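 active = interference check ratio from 0.5 to 1.5 plus GFP to RFP signal ratio inhibition reaching or exceeding a fixed threshold, cut at about 30% in these data, passing the limit was not always enough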; note: some compounds called inactive have numbers as strong as hits
MsrA inh = inhibitors of bovine MsrA; purified bovine MsrA, absorbance read-out; inhibition, % at 15.5 µM; hit rate 0.75% among 360,000; AID 651718; in the data active = inhibition above about 4.5%;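 note: 0% = vehicle wells with enzyme and 100% = reference inhibitor wells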
* = called active by the depositor; i = inactive; / = not tested or not shown.

SMILES | Rin1-Abl PPI inh | Neddylation inh | CendR NRP1 mod | E coli Lon inh | bovine MsrA act | FAS-TE inh | MT1-MMP act inh | SKN-1 block | MsrA inh
COc1ccc(NC(=O)C2CCN(C(=O)c3ccco3)CC2)c(OC)c1 | 3 | i | 4 | -6 | -13 | 0 | 0 | -7 | 1.3
CN1CCN(c2ccccc2NC(=S)NC(=O)c2cc3ccccc3o2)CC1 | 4 | i | 8 | 1 | 0 | -3 | 3 | 1 | 1.8
Cc1cc(OC(C)C(=O)NCC2CCC(C(=O)O)CC2)c2c(C)c(Cc3ccccc3)c(=O)oc2c1 (centres undefined) | 2 | / | -9 | -4 | -6 | -9 | 14 | -17 | 1.4
COc1ccc2occ(C(=O)c3coc4ccc(O)c(CN(C)C)c34)c2c1 | -2 | i | -6 | 3 | -3 | -18 | -16 | 4 | -0.3
CC1(C)CC(N2CCN(C(c3ccccc3)c3ccccc3)CC2)=CC(=[N+]2CCCCC2)C1 | 0 | i | -1 | -4 | -5 | -9 | -19 | -13 | 2.5
O=C(Cc1cccc2ccccc12)N/N=C/C=C/c1cccc([N+](=O)[O-])c1 | -1 | i | -9 | -7 | -5 | 20 | 2 | 4 | 0.3
CCCCn1c(N)c(N(CCOC)C(=O)c2cccc(S(=O)(=O)N(CC)c3ccccc3)c2)c(=O)[nH]c1=O | 1 | i | -17 | -3 | -3 | -2 | -2 | 29 | 0.1
CCCCC1CCc2[nH]nc(C(=O)O)c2C1 (centres undefined) | 2 | i | -2 | -7 | -2 | -9 | -2 | -10 | -1.3
C/C(=N\N1CCCCC1)c1ccccc1O | 0 | i | 0 | -10 | -3 | -4 | 1 | 3 | -1.0
CC1CCc2sc(C(=O)NN=C3CCCC3)cc2C1 (centres undefined) | -1 | i | -10 | -9 | -1 | -3 | 1 | 20 | 0.9
Cc1cc(C)c2c(C)nn(C3CCCCC3)c2n1 | 1 | i | 6 | -1 | -11 | -2 | 10 | -7 | 0.4
Cc1cc(C)c(OCCOCCN2CCN(C)CC2)c(Cl)c1 | 1 | i | 18 | 3 | -1 | -7 | -2 | -3 | -1.7
COC(=O)c1ccc(COC(=O)c2ccccn2)cc1 | -1 | i | -1 | 1 | -2 | -4 | 1 | -5 | -0.7
CCN(C[C@H]1N[C@@](Cc2ccccc2)(C(=O)OC)[C@H]2C(=O)N(C)C(=O)[C@@H]12)C(=O)c1ccc(C)cc1 | 1 | i | 2 | 0 | -3 | -4 | -3 | 8 | 0.3
O=C(CN1C(=O)NC2(CCc3ccccc32)C1=O)Nc1ccccc1Cl (centres undefined) | -2 | i | -6 | 4 | -2 | 0 | 5 | 16 | -0.4
CCOC(=O)C(CCCCC(NC(C)=O)(C(=O)OCC)C(=O)OCC)(NC(C)=O)C(=O)OCC | 1 | i | -3 | 0 | -2 | -3 | 1 | -1 | -0.1
COc1ccc(/C=N\NC(=O)c2ccc(F)cc2)cc1COc1ccccc1C(N)=O | -5 | i | -4 | 6 | -4 | 2 | -3 | -3 | 1.0
O=C(NC(Cc1c[nH]c2ccccc12)C(=O)O)/C(=C\c1ccccc1)NC(=O)c1ccccc1 (centres undefined) | 1 | i | 10 | 6 | -3 | -2 | -1 | 30 | 0.9
CN(C)CC1CC/C(=C\c2ccc(O)cc2)C1=O (centres undefined) | 2 | i | 0 | -5 | -11 | -6 | 1 | 7 | 2.1
O=C(Nc1ccc(Cl)c(Cl)c1)Nc1nnc(CSc2ccccc2)s1 | 0 | i | -14 | -8 | -8 | -1 | -18 | -3 | 1.7
COc1ccc(-n2c(=O)c3c4c(sc3n(CC(=O)NC3CCCC3)c2=O)CCCC4)c(OC)c1 | 1 | i | 4 | 9 | -5 | 4 | -2 | -9 | -1.0
O=C(NC1CCCCC1)C(c1ccco1)N(Cc1ccco1)C(=O)c1ccco1 (centres undefined) | -2 | i | -6 | 1 | -2 | -1 | -2 | 19 | 0.1
Cc1ccc(C)n1-c1ccc(-c2ccnc(N)n2)cc1 | 4 | i | -46 | -30 | -3 | -1 | 1 | 0 | 1.4
CC(NC(=O)C(NS(=O)(=O)c1cccs1)C(C)C)c1ccc(S(N)(=O)=O)cc1 (centres undefined) | 6 | i | 1 | -9 | -3 | -7 | 1 | 8 | -1.2
COc1ccc(C(C(=O)NC2CCCCC2)N(C(=O)CCCC(=O)Nc2ccccn2)c2ccc3c(c2)OCCO3)cc1 (centres undefined) | -3 | i | 1 | -6 | -3 | 19 | 3 | 4 | -1.1
SMILES | Rin1-Abl PPI inh | Neddylation inh | CendR NRP1 mod | E coli Lon inh | bovine MsrA act | FAS-TE inh | MT1-MMP act inh | SKN-1 block | MsrA inh
CCCNC(=O)C1(C)CCN(C(=O)c2cccc(C#N)c2)C1 (centres undefined) | 2 | i | -7 | -13 | 0 | -7 | -65 | -5 | -0.5
CCOC(=O)Cn1c(=O)oc2cc(S(=O)(=O)NCCCc3ccccc3)ccc21 | -2 | i | -1 | 3 | 0 | 0 | 2 | 8 | -0.3
O=c1cc(NCc2ccco2)c2ccccc2o1 | -2 | i | 6 | 2 | 3 | 3 | 0 | -7 | -0.2
C=CCNC(=S)NCC1COc2ccccc2O1 (centres undefined) | 0 | i | 13 | -1 | 2 | -12 | 10 | -9 | 0.0
COC(=O)c1ccc2[nH]c(C3(O)CCCCC3)c(C)c2c1 | 2 | i | 1 | -11 | -4 | 7 | 4 | 3 | 1.1
Cc1c(C(N)=O)sc2ncn(CCOc3ccccc3)c(=O)c12 | 1 | i | -1 | 2 | -3 | -1 | 2 | -12 | -0.1
CCOc1ccc(N(CC(=O)Nc2cccc(Br)c2)S(C)(=O)=O)cc1 | -1 | i | 11 | -6 | -1 | 11 | 4 | 12 | 0.1
CC(C(=O)O)N1C(=O)C2C3c4ccccc4C(c4ccccc43)[C@@H]2C1=O (some centres undefined) | 4 | i | -11 | 5 | -1 | -10 | 0 | -9 | -0.5
Cc1ccc(C(C)NC(=O)c2ccco2)cc1 (centres undefined) | 1 | i | -11 | -3 | -6 | -9 | -2 | -6 | -0.5
Cc1cc(/C=C2\Cc3ccccc3C2=O)c(C)n1-c1ccccc1 | -3 | / | -135 | -53 | -7 | 15 | -11 | 4 | 2.2
O=C(N/N=C\c1cccnc1)c1ccc(Br)s1 | -3 | i | 8 | -2 | -3 | -5 | -3 | 13 | -1.2
Cc1ccc([C@H]2C(C(=O)O)=CC[C@@H](c3ccc4c(c3)OCO4)N2S(=O)(=O)c2ccc(C)cc2)cc1 | -2 | i | -8 | -3 | 0 | -6 | -2 | -2 | 0.1
COC(=O)c1scc(C)c1NC(=O)C(Cl)c1ccccc1 (centres undefined) | 2 | i | 2 | 2 | -3 | -5 | 1 | -9 | 0.8
Cc1ccc(-c2nc(NCCCO)c3ccccc3n2)cc1 | -1 | i | 2 | -9 | 1 | 2 | 2 | 6 | 0.1
COc1ccccc1/C=N/NC(=O)C(NC(=O)c1ccccc1)=C(C)C | 3 | i | 5 | -3 | -9 | -7 | -7 | -2 | 2.1
CCCC(=O)Nc1ccc(C(=O)N2CCCC2)cc1 | 2 | i | 14 | 3 | -4 | -5 | -2 | -4 | 0.7
COc1ccccc1CCN=C(N)NS(=O)(=O)c1ccc(C)cc1 | 1 | i | 8 | -3 | -4 | -6 | 4 | 3 | 2.7
COc1ccc(N2CCN(C(=O)c3c(-c4c(F)cccc4Cl)noc3C)CC2)cc1 | -1 | i | 3 | -3 | 0 | 3 | 2 | 14 | 0.2
CCC(CC)c1nnc(NC(=O)C2COc3ccccc3O2)s1 (centres undefined) | 0 | i | 5 | 0 | -4 | -6 | 3 | 3 | 1.7
O=C(OCc1cc(=O)n2cc(Br)ccc2n1)C1COc2ccccc2O1 (centres undefined) | -1 | i | 10 | -3 | -5 | 2 | -10 | -17 | 3.0
CCc1nnc(NS(=O)(=O)c2ccc(NC(=O)c3ccccc3O)cc2)s1 | -2 | / | 8 | -3 | -1 | -4 | 1 | -3 | -0.1
O=C1COc2ccc(C(=O)CSc3nnc(Cc4cccs4)n3-c3ccc(Cl)cc3)cc2N1 | -3 | i | -4 | -7 | 0 | 11 | 4 | 2 | 3.1
COC(=O)c1ccc(CNC(=O)COc2ccccc2Br)o1 | 0 | i | -6 | 1 | -3 | -6 | 2 | 8 | 0.5
CCOC(=O)c1sc(Nc2ccc(Br)cc2)nc1C | -3 | i | -2 | -7 | -5 | 19 | -3 | 22 | -0.4
Cc1cc(C)c(NC(=O)CS(=O)CC(=O)NCC2CCCO2)c(C)c1 (centres undefined) | -1 | i | 6 | -1 | 0 | -5 | 2 | 13 | 1.5
CC(C)c1ccc(NC(=O)Cn2nnc(C(=O)NCc3ccc4c(c3)OCO4)c2N)cc1 | 4 | i | -8 | -12 | -11 | 3 | 1 | 16 | 0.5
CCC(C)(C)n1nnnc1C(C(C)C)N(Cc1ccco1)Cc1cc2cc3c(cc2[nH]c1=O)OCO3 (centres undefined) | -5 | / | 9 | 36* | -2 | 1 | -9 | 16 | 1.0
CN(C)S(=O)(=O)c1ccc(Cl)c(C(=O)NC2=NCCS2)c1 | 1 | i | 0 | -4 | -4 | -6 | -3 | 17 | 0.8
COc1ccc(N2CCN(C(=O)CSc3nnc(-c4ccc5[nH]c(C)c(C)c5c4)o3)CC2)cc1 | 7 | i | -5 | -8 | -3 | 29 | 4 | 13 | 0.5

Compound activity: PubChem BioAssay, several laboratories
